PTAP TSG101 blk = blocks PTAP/TSG101 interaction to inhibit HIV-1 budding; Fluorescence polarization, FITC-PTAP peptide / Tsg101 binding; Potency, µM (top dose mostly 115 µM), inactives show at the highest dose activity change, negative = inhibition, usual class: inhibitors; 340,000 tested, under 10 active; AID 493005; active = well fitted inhibition curve with a large enough effect in the main read-out, with a control signal flat, not every such curve was filed as active; inconclusive = small, poorly fitted or top-dose-only effect, or effect the other way, or a change in a side signal; inactive = no such curve, though single readings can be large or run the other way; also: potency is read from the fitted curve at half-maximal effect; % of control where 0% means no effect
Target sequence (Q99816 whole entry, looked up): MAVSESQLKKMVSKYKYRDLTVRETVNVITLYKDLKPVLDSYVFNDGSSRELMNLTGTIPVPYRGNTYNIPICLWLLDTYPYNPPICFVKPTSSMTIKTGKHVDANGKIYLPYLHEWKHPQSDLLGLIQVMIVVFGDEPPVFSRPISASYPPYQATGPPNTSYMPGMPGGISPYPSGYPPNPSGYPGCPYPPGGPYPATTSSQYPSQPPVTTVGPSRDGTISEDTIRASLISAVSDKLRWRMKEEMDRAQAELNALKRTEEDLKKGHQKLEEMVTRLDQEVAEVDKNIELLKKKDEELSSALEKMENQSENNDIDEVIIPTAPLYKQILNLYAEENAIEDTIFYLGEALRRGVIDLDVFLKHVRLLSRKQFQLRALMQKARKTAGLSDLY
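Steps: Tsg101 binding domain dispensed (10 uM final), compounds pinned in DMSO, FITC-labeled PTAP-motif peptide added (50 nM final); after 20 min binding at room temperature, polarization measured.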
S-ASM inh = human S-ASM enzyme inhibition; P17405; placental ASM, HMU-PC fluorogenic substrate, 60 min; Potency, µM (titrated, usually from 57.5 µM), inactives show at the highest dose activity change, negative = inhibition, usual class: inhibitors; actives 0.006% (n = 340,000); AID 504937; also: potency is read from the fitted curve at half-maximal effect
Target sequence (P17405 47-631 limits assumed): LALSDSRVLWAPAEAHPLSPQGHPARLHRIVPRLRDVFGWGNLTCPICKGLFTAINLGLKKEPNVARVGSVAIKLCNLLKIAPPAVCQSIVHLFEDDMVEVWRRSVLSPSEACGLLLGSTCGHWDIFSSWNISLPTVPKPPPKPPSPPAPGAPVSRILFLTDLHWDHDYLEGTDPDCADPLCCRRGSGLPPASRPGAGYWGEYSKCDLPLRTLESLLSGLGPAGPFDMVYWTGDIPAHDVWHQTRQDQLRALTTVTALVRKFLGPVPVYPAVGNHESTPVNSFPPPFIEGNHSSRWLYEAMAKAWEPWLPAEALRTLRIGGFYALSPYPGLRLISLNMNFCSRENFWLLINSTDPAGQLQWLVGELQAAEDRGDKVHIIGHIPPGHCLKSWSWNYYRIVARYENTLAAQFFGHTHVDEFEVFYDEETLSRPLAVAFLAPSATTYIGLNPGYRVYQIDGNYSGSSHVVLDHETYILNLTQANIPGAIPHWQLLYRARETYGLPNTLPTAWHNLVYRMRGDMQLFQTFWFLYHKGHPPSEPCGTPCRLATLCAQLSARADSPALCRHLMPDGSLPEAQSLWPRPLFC
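Fluorogenic HMU-PC substrate (9 uM final) is turned over by placental ASM in 60 min at 37 C after a 10 min compound preincubation. Reaction ended by alkaline stop (pH 10), with fluorescence read at 386/447 nm.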
Giardia kill = kills Giardia lamblia; actives 0.15% (n = 340,000); activity change, % at 7.66 µM, hits read low; Giardia lamblia trophozoite viability; in the data active = activity change below about -80%; inconclusive = between about -30% and that limit;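 also: parasites exposed to compound for two days anaerobically before the ATP read; % is scaled to controls: 0 for no effect and ±100 for the full control effect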
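Trophozoite viability was measured as ATP-dependent luminescence, read 15-30 min after reagent addition. Before that, parasites at 100 cells/well were exposed to compounds for 48 h, anaerobically, at 37 deg C.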
Integrin act MD = integrin-mediated muscular dystrophy alleviation activation; Potency, µM (doses to about 38.3 µM), for the others: top-dose activation, actives largely listed as activators; alpha7betagal myoblasts, beta-gal FDG fluorescence, 48 h; actives 0.064% (n = 350,000);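 also: potency is read from the fitted curve at half-maximal effect; 100% = response of the positive control SU9516; nearly all actives have a fitted effect of over 60% in size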
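alpha7betagal+/- myoblasts (passage 13, 250/well) treated 48 h at 37C with compounds at 1:260 dilution of DMSO stock. Lysed, then beta-galactosidase activity read as FDG fluorescence (ex 480/em 540) after 30 min, with pre-read for autofluorescence.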
The depositor's hits bear a star; ? = inconclusive; nt = not tested or not shown; [ ] = dose if it differs, or a comment. Unless noted, calls follow the shape of the dose curve; as a rule, active = well fitted curve in the direction sought with a large enough effect; inconclusive = small, poorly fitted or top-dose-only effect, or another doubt; inactive = no such curve, though single readings can be large; an effect the other way counts as inactive or inconclusive. An excerpt, so the mix of outcomes need not match the whole.

nr	Structure	PTAP TSG101 blk	S-ASM inh	Giardia kill	Integrin act MD
1	CC(Oc1nc2c(c(=O)n(C)c(=O)n2C)n1C)C1CCCCC1 (centres undefined)	1%	-1%	-16	-19%
2	COc1cccc(CC(=NO)c2cccc(OC)c2)c1	-3%	-3%	-29	-2%
3	COc1cc(OC)nc(NC(=O)CSc2nnc(-c3ccccc3)n2C2CCCCC2)n1	0%	-1%	-3	-5%
4	C=C1[C@H](C)CN(S(=O)(=O)C(C)(C)C)[C@H]1CCO	1%	6%	34[activator]	21%
5	C[C@H](O)[C@@H]1C(=O)N2CCc3ccc(N4CCN(C)CC4)cc3[C@@H]2C[C@@H]1N(C)C(=O)c1ccc(C#N)cc1	-6%	0%	-4	21%
6	O=C1CCC[C@H]2c3[nH]c4ccccc4c3CCN12	-1%	0%	-6	1%
7	CN(c1ccccc1)S(=O)(=O)c1cc(C(=O)Nc2ccccc2N2CCOCC2)ccc1Cl	-3%	-1%	-20	-16%
8	CCOC=C1C(=O)N(C(C)=O)c2cc(OC)c(OC)cc21	0%	9%	45[activator]	-3%
9	O=C(CN(Cc1ccco1)C(=O)CNS(=O)(=O)c1ccc(Cl)cc1)NCc1ccc(F)cc1	-5%	-1%	6	29%
10	Cc1ccc(C)c(C2=NNC(=O)CC2)c1	-1%	1%	-12	22%
11	O=C(/C=C/C(Cl)(Cl)Cl)Nc1ccc(Cl)cc1	1%	-4%	-11	-54%[inhibitor]
12	S=C1NCCN1CC1CCN(CC2CCCC2)CC1	1%	11%	42[activator]	-5%
13	CC(OC(=O)C1CCN(S(=O)(=O)c2ccc3c(c2)OCCO3)CC1)C(=O)NC1(C#N)CCCCC1 (centres undefined)	-3%	2%	-20	-5%
14	Cc1ccccc1-c1cccc([C@@H]2C[C@H]3[C@H](CON3C)CN2Cc2cc(Cl)cc(Cl)c2)c1	-2%	-6%	11	-3%
15	C=C1C(=O)c2sccc2C(c2ccc(OC)c(OC)c2)C1COC(C)=O (centres undefined)	-3%	-2%	36[activator]	-54%[inhibitor]
16	COc1ccc(-c2c(C#N)c(SCC(=O)Nc3ccccc3)nc3c2CCCC3)cc1	-2%	-7%	-2	5%
17	O=S(Cc1ccc(Cl)cc1)c1ccccc1 (centres undefined)	-3%	11%	-10	5%
18	CCNc1ncnc2c1cnn2C1CCCCO1 (centres undefined)	0%	-2%	10	15%
19	Clc1nc(-c2ccccc2)cc(-c2ccc(Br)cc2)n1	-3%	-5%	0	?
20	COc1ccc(CN(C)CCCn2cnc3c(OCc4ccccc4)ncnc32)cc1OC	0%	-7%	37[activator]	18%
21	COc1ccc([C@H]2/C=C\CN(C(=O)CC(C)(C)C)[C@@H](C)C(=O)N2Cc2ccc(F)cc2)cc1	-4%	-3%	15	14%
22	COc1ccccc1C1=NOC(C)(c2nnc(-c3cccc(Cl)c3)o2)C1 (centres undefined)	-3%	-1%	?	15%
23	CCN(c1ccccc1)S(=O)(=O)c1cccc(C(=O)NCC(c2ccco2)N2CCCCC2)c1 (centres undefined)	-5%	-2%	-2	-49%[inhibitor]
24	CSC(=NS(=O)(=O)c1ccc(N)cc1)NS(=O)(=O)c1cccs1	-1%	14%	-10	0%
25	Clc1ccc(C=Cc2ccccn2)c(Cl)c1	-9%	-2%	7	-38%
26	COc1ccc(/C(O)=C2/C(=O)C(=O)N(CCCN(C)C)C2c2ccc(Cl)cc2)cc1OC (centres undefined)	4%	3%	2	-5%
27	CCC1(CC)CNC(=O)NC1=O	0%	2%	?	-2%
28	C=C1CCN([C@@H](Cc2ccccc2)C(=O)NCc2ccc(Cl)cc2)S(=O)(=O)c2ccccc21	1%	-5%	8	11%
29	Cn1nc(C(=O)O)c(=O)n(C)c1=O	0%	1%	3	0%
30	CCOc1ccc(NC(=O)CN(C)C(=O)c2ccc(OCC(=O)N3CCOCC3)c(OC)c2)cc1OCC	-3%	2%	11	-14%
31	O=C(CSc1nnc2ccc(-c3ccccn3)nn12)N1CCCC1	0%	-2%	68[activator]	-24%
32	Clc1ccc2scc(CN3CCCC3)c2c1	-1%	-2%	0	10%

One compound at a time, as listed above:
Results for C=C1CCN([C@@H](Cc2ccccc2)C(=O)NCc2ccc(Cl)cc2)S(=O)(=O)c2ccccc21 = PTAP TSG101 blk: 1%; S-ASM inh: -5%; Giardia kill: 8; Integrin act MD: 11%
Results for COc1ccc(/C(O)=C2/C(=O)C(=O)N(CCCN(C)C)C2c2ccc(Cl)cc2)cc1OC (centres undefined) = PTAP TSG101 blk: 4%; S-ASM inh: 3%; Giardia kill: 2; Integrin act MD: -5%

Next structures:
nr	Structure	PTAP TSG101 blk	S-ASM inh	Giardia kill	Integrin act MD
33	COC(=O)C[C@H]1c2cc(C(F)(F)F)ccc2S(=O)(=O)N1Cc1ccccc1	4%	5%	-5	33%
34	CCOc1ccc(NC(=O)CN(C)C(=O)C2CC(=O)N(c3cccc(SC)c3)C2)cc1OCC (centres undefined)	-2%	-2%	6	-9%
35	CC(=O)C[C@H]1c2cc(C(F)(F)F)ccc2S(=O)(=O)N1c1ccc(N(C)C)cc1	-18%	4%	8	-28%
36	CCCCN1CC[C@H]2C=CC[C@@H](C(=O)Nc3ccccc3)[C@H]2C1=O	1%	1%	-17	21%
37	Cc1ccc(C(=O)NNC(=O)c2cccc3ccccc23)cc1	-1%	-1%	-25	1%
38	COc1cc(OC)c(OC)cc1CNCC1COc2ccccc2O1 (centres undefined)	-5%	-4%	-21	-38%
39	O=C(O)/C(=C\c1ccco1)NC(=O)c1ccc(Br)o1	0%	8%	8	28%
40	C#CCOCCOCCOCCNc1nc(N2CCN(C(=O)Cn3cc(CCO)nn3)CC2)nc(N2CCN(C(=O)[C@H]([C@@H](C)CC)n3cc(CCCCN)nn3)CC2)n1	-1%	4%	16	4%
41	Cc1cc(C(=O)COC(=O)c2nn(C)c(=O)c3ccccc23)c(C)n1C	0%	4%	-14	15%
42	O=C(O)c1c[nH]c2c([N+](=O)[O-])cccc2c1=O	-4%	-2%	-8	-8%
43	N#C/C(=C/C1=C(N2CCOCC2)C(=C/c2ccc(Cl)cc2)/CC1)C(=O)Nc1ccccc1F	-3%	0%	5	13%
44	Cc1ccc(NC(=O)C(C)OC(=O)c2nc(Cl)ccc2Cl)cc1S(=O)(=O)N1CCOCC1 (centres undefined)	-4%	-2%	15	-34%
45	CC(C)CC1(C2CCCC2)NC(=O)NC1=O (centres undefined)	0%	3%	-4	-20%
46	NC1=C(Cl)C(=O)c2ccc(S(N)(=O)=O)cc2C1=O	-3%	-2%	-6	-60%[inhibitor]
47	Cc1cc(/C=C2/SC(=S)N(c3cccc(C(F)(F)F)c3)C2=O)c(C)n1-c1cccnc1	-13%	?	6	-44%[inhibitor]
48	CNS(=O)(=O)c1cccc(C(=O)OCC(=O)c2c(N)n(Cc3ccccc3)c(=O)n(C)c2=O)c1	-1%	?	9	-2%
49	CCOC(=O)C(CC)Sc1nnc2cc(C)c3ccccc3n12 (centres undefined)	-5%	-3%	-1	7%
50	CC(=O)/C(=N\Nc1ccccc1)Oc1ccc(Br)cc1	-1%	-12%	?	16%
51	O=C(Oc1ccccc1)c1ccccc1	-2%	-3%	0	31%
52	CCOC(=O)c1cc(-c2ccccc2)nn1CC1CC(c2cccc([N+](=O)[O-])c2)=NO1 (centres undefined)	-2%	-4%	-24	22%
53	Cc1ccc(Cn2c(C(C)Nc3nc(-c4ccc(F)cc4)cs3)nc3cc(Cl)c(Cl)cc32)cc1 (centres undefined)	1%	-18%	-7	-12%
54	CCOc1ccc(-c2cc(C(=O)N/N=C/c3ccc(O)cc3)c3ccccc3n2)cc1	0%	115%	2	-8%
55	Cc1ccc(OCC(=O)Nc2ccccc2F)cc1	2%	4%	-7	1%
56	O=C(NOCc1cscn1)Nc1ccccc1	-3%	-1%	-7	6%
57	CC1CC(C)(C)OC(c2ccc(C(C)C)cc2)O1 (centres undefined)	-2%	1%	-3	15%
58	CC[C@H]1C(Nc2ccccc2)C[C@@H]2CCN3C(=O)CC[C@H]1[C@H]23 (some centres undefined)	-3%	1%	-17	-26%
59	CCOc1ccccc1/C=C(\C#N)C(=O)NC1CC1	-3%	-5%	12	1%
60	Cc1nn(-c2ccc(Cl)cc2)c(Cl)c1/C=N/NC(=O)c1ccc(NS(=O)(=O)c2cccs2)cc1	2%	-5%	6	-16%
61	NC(=S)NN=C1CCCCC12CCCC2	1%	0%	-16	10%
62	COc1ccccc1OCCNC(=O)CCNS(=O)(=O)c1ccc(C)cc1	-5%	-2%	10	2%
63	C=CC[C@H](CC(=O)N[C@H](CO)Cc1ccccc1)C(=O)N[C@H](COC(=O)[C@@H](CC=C)Cc1ccc(F)cc1)Cc1c[nH]c2ccccc12	-2%	-7%	15	-4%
64	COc1cc(/C=C/c2onc(C)c2[N+](=O)[O-])cc(OC)c1OC	0%	-2%	?	7%
65	COC(=O)CCCNC(=O)CCc1nnc(-c2ccc(-c3ccccc3)cc2)o1	0%	-3%	8	1%
66	CCN(CC)c1ccc(C=NN2CCCCCC2)cc1	-4%	24%	-2	-30%
67	CC1CC2C3CCC4=CC(=O)CCC4(C)C3CCC2(C)C1(O)C(=O)CO (centres undefined)	-1%	31%[activator]	-9	-7%
68	CN(C(=O)c1cccc(NC(=O)Cc2ccc(NC(=O)C3CCCN(C(=O)C4CCCCC4)C3)cc2)c1)C1CCCCC1 (centres undefined)	-2%	-10%	-7	0%
69	CC(C)(C)N(Cc1ccccc1)C(=O)COC(=O)C1CC(=O)N(Cc2ccccc2)C1 (centres undefined)	-6%	-5%	-13	-9%
70	Cc1ccc(NC(=O)COC(=O)c2ccc(OC(F)F)cc2)cc1S(=O)(=O)N1CCCCC1	-5%	-15%	15	11%
71	C/C(=N\NC(=O)c1ccc2c(c1)OCO2)c1ccc(NS(C)(=O)=O)cc1	2%	4%	3	-15%
72	O=C(c1ccc2c(c1)C(=O)N(Cc1ccncc1)C2=O)N1CCN(S(=O)(=O)c2ccc(OC(F)(F)F)cc2)CC1	1%	3%	-3	12%
73	CCN(C(=O)COC(=O)c1ccc2[nH]c(C)c(C)c2c1)c1c(N)n(Cc2ccccc2)c(=O)[nH]c1=O	-2%	1%	-9	-36%
74	CC1CCCC(C)N1CCOc1cc(N)ccc1C#N (centres undefined)	-4%	6%	-7	0%
75	C[n+]1c(-c2ccccc2)cc2c(=Cc3ccccc3)c3ccccc3n21	-8%	-1%	0	-51%[inhibitor]
76	CCN(C(=O)COC(=O)CCOc1ccc(C(C)(C)C)cc1)c1c(N)n(Cc2ccccc2)c(=O)[nH]c1=O	1%	-3%	-7	5%
77	COCCn1c(=N)c(C(=O)NCCc2ccccc2)cc2c(=O)n3cccc(C)c3nc21	-15%	nt	-1	9%
78	CCc1cccc2c1Sc1ccccc1CC2N1CCNCC1 (centres undefined)	-3%	-1%	8	-66%[inhibitor]
79	CCOC(=O)Cn1cnc(C)c1	-1%	0%	-20	14%
80	O=C(Nc1ccc2nc3n(c(=O)c2c1)CCCC3)c1ccc(Cl)nc1	-3%	-4%	0	-16%

A second format for part of the listing above:
61. NC(=S)NN=C1CCCCC12CCCC2
62. COc1ccccc1OCCNC(=O)CCNS(=O)(=O)c1ccc(C)cc1
Assay by compound	61	62
PTAP TSG101 blk	1%	-5%
S-ASM inh	0%	-2%
Giardia kill	-16	10
Integrin act MD	10%	2%

The list goes on:
nr	Structure	PTAP TSG101 blk	S-ASM inh	Giardia kill	Integrin act MD
81	Cc1c(Cl)cccc1NC(=S)C(=C([O-])c1ccc(Cl)s1)[n+]1ccccc1	-3%	-2%	-11	?
82	Cc1csc(NC(=O)c2ccc(C)s2)n1	2%	-1%	1	?
83	CC(C)c1nc(SCC(=O)N2CCCC2)c2c(=O)n(C)c(=O)n(C)c2n1	-7%	2%	-3	-13%
84	CC(=O)Nc1cc2c(cc1[N+](=O)[O-])-c1ccc(F)cc1C2	7%	-5%	2	-16%
85	COc1ccc(C2=NOC(c3nnc(-c4ccccc4)o3)C2)cc1 (centres undefined)	-1%	4%	-19	6%
86	S=C(NN=C(c1ccccc1)c1ccccn1)N(Cc1ccccn1)Cc1ccccn1	-6%	-2%	-5	-55%[inhibitor]
87	Cc1nc(CN2CCCCC2)c(O)c(=O)[nH]1	-1%	0%	15	21%
88	Cc1cc(C2C(=O)NC(=O)C2=O)c(C)cc1Br (centres undefined)	-8%	8%	4	20%
89	CNC(=S)N1C2CCCC1CC(NC(=O)c1ccc(C)cc1)C2 (centres undefined)	-5%	-2%	19	-15%

Bioassay records (PubChem)
